NadD inh: inhibitors of S. aureus NadD, primary screen, biochemical, colorimetric, uHTS; Nicotinate-nucleotide adenylyltransferase NadD (Staphylococcus aureus N315); purified NadD enzyme, colorimetric absorbance read-out; inhibition, % at 20 µM; hit rate 0.78% among 360,000; AID 602399, 2012; in the data active = inhibition above about 26%; note: some compounds past the cut are filed as inactive
MT1-MMP act inh: blockers of MT1-MMP proenzyme processing, primary screen, HT1080 RFP-PRO-GFP cells, GFP/RFP fluorescence | Matrix metalloproteinase-14 (Homo sapiens), P50281 | GFP/RFP ratio fluorescence, overnight; percent of plate control window, DMSO zero | GFP/RFP ratio change, % at 20 µM | hit rate 0.061% among 360,000;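 active = GFP/RFP ratio change of at least 30% with cell ATP level not reduced by more than half and red fluorescence within 50% of control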; note: strong numbers were not always called active
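Assay system: RFP-PRO-GFP reporter HT1080 cells; read-out basis: GFP/RFP fluorescence ratio; benchmarks: DMSO wells and RFP-L50D-GFP cells; doses: 20 µM single dose, 1% DMSO; schedule: overnight cell settling, then overnight compound exposure, 37 °C, 5% CO2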
DNMT1 inh: human DNMT1 methyltransferase inhibitors, primary screen, biochemical, molecular beacon, fluorescence, HinP1I cleavage, uHTS | inhibition (reported as % activation of signal), % at 10 µM | hit rate 0.83% among 360,000; in the data active = inhibition above about 50%
LMPTP block: LMPTP phosphatase inhibitors, primary screen, biochemical, fluorescence intensity, uHTS. recombinant LMPTP-A, OMFP fluorogenic substrate. Low molecular weight phosphotyrosine protein phosphatase (Homo sapiens), P24666. AID 651560, 2012. inhibition, % at 20 µM. hit rate 0.22% among 360,000;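 active = compounds that cut the enzyme signal by at least half of the control window in the single-dose screen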;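 note: plate controls were DMSO wells with enzyme plus substrate for no effect and substrate without enzyme for full effect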
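Assay system: LMPTP-A, protein tyrosine phosphatase of low molecular weight / Medium: pH 6.0 Bis-Tris buffer with DTT and Triton X-100 / Schedule: 50 min enzyme reaction at room temperature, protected from light / Measured by: endpoint fluorescence intensity from OMFP dephosphorylation / Read-out basis: % inhibition relative to no-enzyme and uninhibited control wells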
SUMO1-SIM PPI: modulators of SUMO1 protein-protein interactions, primary screen, biochemical, uHTS. Small ubiquitin-related modifier 1 (Homo sapiens), P63165. hit rate 0.33% among 360,000. SUMO1 binding to a labelled peptide, TR-FRET, 1 h. inhibition, % at 20 µM; in the data active = inhibition above about 37%
Rpn11 inh: Rpn11 (PSMD14) deubiquitinase inhibitors, primary screen, biochemical, fluorescence polarization, uHTS; human 26S proteasome, Ub4-pepOG fluorescence polarization; 20S core pre-blocked with epoxomicin; hit rate 0.59% among 360,000; AID 588493, 2011; 26S proteasome non-ATPase regulatory subunit 14 (Homo sapiens), O00487; calls only at 20 µM;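 active = inhibition at 20 µM, scaled to each plate's controls, above about 33%, limit read from the data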
Target sequence (O00487 whole entry, looked up): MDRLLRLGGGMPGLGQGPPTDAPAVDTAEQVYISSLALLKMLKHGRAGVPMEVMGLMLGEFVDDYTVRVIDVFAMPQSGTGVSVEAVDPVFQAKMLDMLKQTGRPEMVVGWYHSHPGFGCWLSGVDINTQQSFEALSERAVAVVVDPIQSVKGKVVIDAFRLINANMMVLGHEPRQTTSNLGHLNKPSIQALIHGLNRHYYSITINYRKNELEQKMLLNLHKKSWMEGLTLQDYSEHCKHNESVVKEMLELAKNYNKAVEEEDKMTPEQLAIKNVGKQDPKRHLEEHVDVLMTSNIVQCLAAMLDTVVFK
STEP block: STEP phosphatase inhibitors, primary screen, biochemical, fluorescence intensity, uHTS; inhibition, % at 20 µM; Tyrosine-protein phosphatase non-receptor type 5 (Homo sapiens), P54829; hit rate 0.25% among 360,000; recombinant STEP, OMFP fluorogenic substrate;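 active = inhibition at 20 µM, scaled per plate between control wells, above about 37%, limit read from the data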;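 note: 0% = DMSO with enzyme and substrate and 100% = substrate only without enzyme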
Target sequence (P54829 whole entry, looked up): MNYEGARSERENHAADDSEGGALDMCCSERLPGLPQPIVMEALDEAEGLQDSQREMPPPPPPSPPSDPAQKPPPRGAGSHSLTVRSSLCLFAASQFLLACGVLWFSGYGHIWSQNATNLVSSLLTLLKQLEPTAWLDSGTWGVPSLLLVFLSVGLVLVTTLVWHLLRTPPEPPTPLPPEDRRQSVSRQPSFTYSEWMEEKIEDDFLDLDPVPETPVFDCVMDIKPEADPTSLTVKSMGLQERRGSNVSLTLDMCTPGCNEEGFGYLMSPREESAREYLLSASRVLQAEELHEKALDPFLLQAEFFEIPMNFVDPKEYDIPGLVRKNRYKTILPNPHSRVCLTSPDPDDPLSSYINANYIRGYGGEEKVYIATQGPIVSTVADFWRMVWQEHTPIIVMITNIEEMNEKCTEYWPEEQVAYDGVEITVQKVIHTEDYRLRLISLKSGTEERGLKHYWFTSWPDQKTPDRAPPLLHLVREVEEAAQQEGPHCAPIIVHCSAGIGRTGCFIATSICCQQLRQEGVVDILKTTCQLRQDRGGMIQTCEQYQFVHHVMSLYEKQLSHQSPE
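Assay system: isolated STEP enzyme / Timing: 20 min at room temperature, dark / Doses: 20 µM, 1% DMSO / Technique: fluorescence intensity, excitation 480 nm, emission 540 nm / Reagent: fluorogenic phosphatase substrate OMFP at 25 µM final / Measure: percent inhibition scaled to no-enzyme and uninhibited-enzyme controls, plate-pattern corrected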
SKN-1 inh: suppressors of acrylamide-induced Pgst-4::GFP reporter in worms, primary screen, SKN-1 inhibitor project, whole organism, uHTS, GFP/RFP fluorescence ratio, strain VP596. C. elegans VP596 Pgst-4::GFP/RFP ratio, 24 h. inhibition, % at 21.8 µM. hit rate 0.49% among 360,000;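 active = interference check ratio from 0.5 to 1.5 plus GFP to RFP signal ratio inhibition reaching or exceeding a fixed threshold, cut at about 30% in these data, passing the limit was not always enough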; note: some compounds called inactive have numbers as strong as hits
Scp-1 inhibitor: Scp-1 phosphatase inhibitors, primary screen, biochemical, colorimetric, uHTS. Carboxy-terminal domain RNA polymerase II polypeptide A small phosphatase 1 (Homo …. Recombinant Scp1, phosphopeptide, malachite green phosphate absorbance. inhibition, % at 20 µM. hit rate 0.88% among 340,000;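 active = inhibition above about 50% at 20 µM, limit read from the data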;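 note: plate controls were DMSO wells with enzyme for no effect and wells lacking enzyme for full effect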
Target sequence (Q9GZU7 76-261 limits assumed): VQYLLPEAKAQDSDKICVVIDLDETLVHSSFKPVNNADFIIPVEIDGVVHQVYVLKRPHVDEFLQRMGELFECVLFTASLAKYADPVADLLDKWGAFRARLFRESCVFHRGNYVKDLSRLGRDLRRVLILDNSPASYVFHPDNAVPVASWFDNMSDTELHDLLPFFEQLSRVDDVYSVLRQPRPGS
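Incubation: 45 min enzyme reaction at room temperature / System: truncated SCP-1 phosphatase (76-261aa) / Reagent: Phospho 17-mer peptide substrate / Buffer or medium: Acidic Tris acetate buffer with magnesium and detergent / Signal: absorbance at 630 nm / Doses: one concentration, 20 µM, with 1.0% DMSO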
CendR NRP1 mod: modulators of CendR peptide binding to NRP-1, primary screen, biochemical, fluorescence polarization, uHTS; Neuropilin-1 (Homo sapiens), O14786; FAM-RPARPAR peptide binding to NRP-1; inhibition, % at 25 µM; hit rate 0.85% among 360,000; AID 602438, 2012;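 active = inhibition or corrected inhibition above about 18%, plus a signal ratio from 0.5 to 1.5, limit read from the data, passing the limit was not always enough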; note: strong numbers were not always called active
Numbers without * were called inactive; i = inactive; . = no result given; + = active, no number.

NadD inh,MT1-MMP act inh,DNMT1 inh,LMPTP block,SUMO1-SIM PPI,Rpn11 inh,STEP block,SKN-1 inh,Scp-1 inhibitor,CendR NRP1 mod,SMILES
4,-3,-13,-0.1,-1,i,-2,-12,0,0,C/C=C\C=C/C(=O)Nc1cccc(C2=NOC3(C2)C[C@@H](C(N)=O)N(C(=O)CCCCC)C3)c1 (stereo not given in full)
-4,-3,-1,-1.8,0,i,0,-5,-14,-1,O=C(Cn1nnc2ccccc21)OCC(=O)c1ccc(F)cc1
10,-10,1,1.9,-13,i,0,-15,.,-1,CC(=O)Nc1cc(-c2ccccc2Cl)cn2c(-c3ccc(S(C)(=O)=O)cc3)cnc12
-6,5,2,0.1,2,i,2,2,-11,-4,Cc1cc(C)nc(N2CCC(C(=O)NCC3CCCCC3)CC2)n1
-6,-1,1,1.4,-2,i,4,9,-19,-2,COc1cccc(N2C(=O)CN(Cc3ccccc3)C2=S)c1
0,1,-6,1.5,-2,i,2,4,-6,8,C#CCOc1ccc(/C=N/NC(=O)c2cccnc2)cc1OCC
19,-6,-1,2.8,4,i,4,6,-7,-21,COc1ccc(-n2c(C)cc(C(=O)CSc3nn4c(=O)c(C(C)(C)C)nnc4s3)c2C)cc1
3,9,-4,21,1,+,-2,34,-6,13,CCCc1noc(-c2ccc(-c3ccccc3)cc2)n1
-6,-2,3,0.0,1,i,-6,13,-9,-4,Cc1ccc(C)c(NC2=C(Cl)C(=O)OC2OC(=O)c2ccco2)c1 (stereo not given)
-6,2,-1,-1.4,-1,i,-3,-4,1,10,O=C1CC(c2ccccc2)CCc2sccc2N1 (stereo not given)
-1,5,-1,-1.4,-30,i,2,-11,-7,-17,O=C(c1ccc([N+](=O)[O-])cc1Cl)N1CCN(c2ccccn2)CC1
9,-5,-9,-1.1,-14,i,-4,5,-13,-3,COc1ccc2oc(=O)c(/C(C)=N/NC(=O)c3ccncc3)cc2c1
-4,0,-5,-1.7,1,i,4,3,0,-11,COc1ccc(OCCCC(=O)Nc2ccc(N3CCOCC3)cc2)cc1
-11,1,-4,3.7,-1,i,0,-12,-2,-14,O=C(OCc1ccc2c(c1)OCO2)c1ccc(S(=O)(=O)N2CCCC2)cc1
-2,-2,-1,-2.0,1,i,4,-14,-2,-10,CCOC(=O)CCCNC(=O)COc1ccccc1C#N
-2,5,-1,0.5,5,i,-2,-7,-1,12,O=C(CN1C(=O)NC2(CCc3ccccc32)C1=O)Nc1cccc(F)c1 (stereo not given)
14,-5,59*,1.2,25,i,74*,6,-10,-11,O=c1c(Br)ccc(Br)cc1Br
-2,1,0,-0.9,2,i,0,-3,-1,-2,Cc1ccc(F)cc1NC(=O)CN1CCN(Cc2ccccc2)CC1
-1,3,4,-0.1,3,i,2,8,5,-1,O=C(Nc1cnccn1)c1cccs1
8,3,6,-2.3,-1,i,2,2,-10,12,O=C(Nc1nnc(C2=COCCO2)o1)c1ccc(S(=O)(=O)N2CCCC2)cc1
4,-6,-5,3.1,-4,i,1,6,-5,6,O=C(Nc1cccc(C(=O)N2CCN(c3cccc(Cl)c3)CC2)c1)c1ccccc1
0,-2,-1,-1.5,-9,i,0,9,-6,-8,COCC(C)NCc1cccc([N+](=O)[O-])c1 (stereo not given)
15,-5,1,5.4,-1,i,1,0,17,2,CCCc1nc(N2CCN(S(=O)(=O)c3ccc(Cl)cc3)CC2)c2c(C)c(C)sc2n1
-1,10,-1,-1.1,3,i,-2,-8,0,5,C/C(Cc1ccccc1)=N\NC(=O)C1CCCCC1
-3,1,-3,-0.5,-6,i,4,-8,-5,-12,COC(=O)c1ccccc1NC(=S)NC(NC(=O)c1ccccc1[N+](=O)[O-])C(Cl)(Cl)Cl (stereo not given)
-3,-4,-2,-1.4,0,i,2,6,-7,0,Cc1ccc(CCC(=O)Nc2ccc(N(C)C)cc2)o1
-1,2,1,-3.0,-7,i,-3,17,-5,-10,Cn1ncc(Cl)c(Oc2ccc(C(C)(C)C)cc2)c1=O
-1,1,-8,2.5,-2,i,2,-3,5,13,O=C(CCCN1C(=O)/C(=C/c2ccccc2)SC1=S)Nc1ccccc1O
-6,1,33,0.7,1,i,-1,-2,.,10,O=C(NCc1ccccc1)c1cc(C2CCCN(S(=O)(=O)c3cccs3)C2)on1 (stereo not given)
6,-1,1,-0.1,-4,i,1,15,-2,-11,CC(C)c1nc(SCC(=O)N2c3ccccc3CC2C)c2ccccc2n1 (stereo not given)

Some of these compounds in order of formula weight, falling:
NadD inh,MT1-MMP act inh,DNMT1 inh,LMPTP block,SUMO1-SIM PPI,Rpn11 inh,STEP block,SKN-1 inh,Scp-1 inhibitor,CendR NRP1 mod,SMILES
19,-6,-1,2.8,4,i,4,6,-7,-21,COc1ccc(-n2c(C)cc(C(=O)CSc3nn4c(=O)c(C(C)(C)C)nnc4s3)c2C)cc1
4,-3,-13,-0.1,-1,i,-2,-12,0,0,C/C=C\C=C/C(=O)Nc1cccc(C2=NOC3(C2)C[C@@H](C(N)=O)N(C(=O)CCCCC)C3)c1 (stereo not given in full)
-11,1,-4,3.7,-1,i,0,-12,-2,-14,O=C(OCc1ccc2c(c1)OCO2)c1ccc(S(=O)(=O)N2CCCC2)cc1

Other structures:
NadD inh,MT1-MMP act inh,DNMT1 inh,LMPTP block,SUMO1-SIM PPI,Rpn11 inh,STEP block,SKN-1 inh,Scp-1 inhibitor,CendR NRP1 mod,SMILES
2,2,5,-0.8,-2,i,1,-4,-5,-4,O=C(Nc1ccc(COc2ccccc2)cc1)c1cccc([N+](=O)[O-])c1
-11,7,-3,-0.3,5,i,0,11,-1,2,COc1ccc(Cl)cc1CSc1ncn[nH]1
-8,3,5,0.1,7,i,0,-13,1,-1,CCC(C)NC(=O)CSc1n[nH]c(=O)n1CCc1ccccc1 (stereo not given)
-1,-1,-8,3.0,8,i,4,2,.,6,CCOC(=O)C1=CCN(S(=O)(=O)c2ccc(Br)cc2)C1c1cccc(C)c1 (stereo not given)
-5,-4,0,-2.2,-4,i,2,-4,-10,15,O=S(=O)(Nc1ccc(N2CCOCC2)nn1)c1ccccc1
3,-2,0,-1.7,-4,i,0,-2,-14,5,O=C(CCC(=O)c1ccccc1)NCc1ccccc1
2,-4,-2,4.3,4,i,-1,19,-6,-9,Cc1cccc(-c2nn(-c3ccccc3)cc2C(=O)NCC(c2cccs2)N2CCOCC2)c1 (stereo not given)
-1,-2,0,-1.6,-2,i,0,-6,-3,-2,O=C(C[n+]1cn(C(F)F)c2ccccc21)c1ccc(Br)cc1
0,0,2,-0.4,-3,i,-1,14,-5,6,COC(=O)NCC(c1ccc2c(c1)OCO2)N1CCN(c2ccc(OC)cc2)CC1 (stereo not given)
-7,3,-3,1.1,8,i,-1,14,-3,-4,COc1ccc(NC(=O)CCCCCN2C(=O)[C@@H]3Cc4ccccc4CN3C2=O)cc1Cl
-4,-2,-9,-0.7,1,i,-3,-11,-10,-13,FC(F)Oc1ccccc1NC(=S)NCc1ccco1
-4,-2,0,-2.7,2,i,-9,3,-6,-7,Cc1ccc(-n2c(=O)cc(NCc3cccnc3)[nH]c2=O)cc1
-4,4,1,-1.6,-1,i,-2,-6,-6,6,Cc1ccc(S(=O)(=O)N(CC(=O)NCc2cccnc2)c2ccc(F)cc2)cc1
-1,0,-1,-1.5,-5,i,0,-9,5,7,COCCNC(=O)c1ccccc1NC(=O)CCSc1ccccc1
0,2,4,-0.9,2,i,2,-2,-10,4,CN(C)C(=O)CSc1ccccc1C(=O)OCC(=O)NC1CC1
3,-3,-2,-0.3,-1,i,0,11,-3,11,O=C(OCC(=O)c1ccc(S(=O)(=O)N2CCCC2)cc1)C1=COCCO1
-5,-1,-1,-2.4,0,i,2,-8,-4,7,CCOC(=O)c1c(C)n(-c2ccc(C)cc2)c2ccc(OCC(O)CNCCCO)cc12 (stereo not given)
2,7,4,-1.2,-10,i,-1,-10,-2,12,O=C(c1ccc2ccccc2c1)C1CCCN(S(=O)(=O)c2cccnc2)C1 (stereo not given)
2,1,2,1.3,-2,i,0,-1,-3,3,O=C(NCc1nc2ccccc2[nH]1)C1=C[C@H](c2ccc(C(F)(F)F)cc2)C[C@H](OCCCCO)O1
-5,0,1,-1.1,9,i,-1,-1,-4,1,Cc1cc(C)cc(NC(=O)N2CCN(C/C=C/c3ccccc3)CC2)c1
0,-3,2,0.6,-5,i,-1,-23,5,-6,COc1cc(C)nc(Oc2ccc(=O)[nH]n2)n1
-2,0,5,-0.3,4,i,1,11,-12,-9,FC(F)(F)c1cccc(-n2cc(-c3ccccc3)[nH]c2=S)c1
-2,-5,2,-2.0,3,i,-7,9,-2,-8,COc1cccc(OC)c1OCCN1CCN(C(=O)c2ccco2)CC1
1,-1,2,-1.0,-3,i,3,5,-12,2,CCOc1ccc(N=C(/C(C(=O)C(=O)N2CCOCC2)=C(\O)c2ccccc2)c2ccccc2)cc1
8,-3,0,0.2,3,i,0,1,-5,-1,C/C(CC(=O)Nc1cccc(C(F)(F)F)c1)=N\NC(=O)c1ccncc1
-1,5,4,3.1,9,i,1,3,48,2,CC(=O)Nc1ccc(NC(=O)CSc2nc(=O)n3cccc(C)c3n2)cc1
4,-1,1,-1.7,6,i,-4,-8,6,0,CC(NC(=O)c1ccccc1Cl)NC(=O)c1ccccc1Cl
-8,2,4,0.8,-2,i,-2,-12,-4,0,OCCCc1nc2ccccc2n1CCc1ccccc1
-6,1,1,-0.4,10,i,-1,2,-8,5,Cc1cc(C(=O)O)cc(S(=O)(=O)Nc2ccccc2C(=O)NC(C)c2ccccc2)c1C (stereo not given)
3,7,0,-0.2,-3,i,-5,5,-6,15,Cc1ccc(N2CC(=O)N(CC(=O)O)C2=O)cc1
2,6,1,-2.9,-6,i,-4,7,.,4,CCOc1ccc2ccccc2c1CNCCCN1CCOCC1
-3,3,1,0.0,-8,i,-1,-4,-17,4,CCCCOC(=O)C(C)Oc1ccc(=O)n(-c2ccccc2)n1 (stereo not given)

Screening data from PubChem.
